PGC1a acetyl inh = lowers PGC1a acetylation signal in U2OS cells; AlphaScreen anti-acetyl-lysine; with virally co-expressed GCN5 acetyltransferase; inhibition, % at 15.6 µM; hit rate 0.17% among 350,000; AID 651687;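 active = every replicate shows inhibition of at least 40%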;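 also: 0% = neutral control wells and 100% = positive control wells; some results beyond the cut were filed as inactive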
miR122 inh = inhibitors of miR-122 in Huh7 cells. hit rate 0.3% among 340,000. Huh7 miR-122 Renilla luciferase sensor, 48 h; neutral wells = 0, positive control = 100. activation (reporter increase), % at 12.5 µM. AID 602342;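 active = mean replicate activation score at least 90 and every replicate individually at or above 90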;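 also: higher luciferase means less miR-122 activity so hits act as miR-122 inhibitors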
PglD DTNB = PglD (C. jejuni) enzyme inhibition; purified PglD enzyme, DTNB colorimetric CoA detection; inhibition, % at 12.5 µM; hit rate 0.098% among 360,000; in the data active = inhibition above about 16%, passing the limit was not always enough; also: strong numbers were not always called active
Cneo AK release = Cryptococcus neoformans lysis via adenylate kinase release. C. neoformans lysis, adenylate kinase release luminescence, 4 h; normalised: neutral wells 0, clomiphene wells 100. lysis activity, % at 15 µM. hit rate 0.2% among 360,000;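 active = mean lysis activity across replicates of at least 80%, whatever share of replicates individually reach that level; inactive = mean lysis activity below 80%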
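Test system: log-phase Cryptococcus neoformans yeast cells. Input: 5 × 10^6 yeast cells/mL. Medium: fresh YPD growth medium. Doses: single dose. Incubation: static 4 h at 37 °C with compound, 1 h detection. Measured by: luminescent adenylate kinase detection reagent. Read-out: signal increase indicating cell lysis. Benchmarks: Clomiphene.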
RAD52 anneal inh = blocks human RAD52 DNA annealing. P43351. recombinant RAD52 DNA annealing, FRET fluorescence. inhibition, % at 18.7 µM. hit rate 0.46% among 360,000. AID 651710;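 active = every replicate showing at least 50% inhibition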
Target sequence (P43351 whole entry, looked up): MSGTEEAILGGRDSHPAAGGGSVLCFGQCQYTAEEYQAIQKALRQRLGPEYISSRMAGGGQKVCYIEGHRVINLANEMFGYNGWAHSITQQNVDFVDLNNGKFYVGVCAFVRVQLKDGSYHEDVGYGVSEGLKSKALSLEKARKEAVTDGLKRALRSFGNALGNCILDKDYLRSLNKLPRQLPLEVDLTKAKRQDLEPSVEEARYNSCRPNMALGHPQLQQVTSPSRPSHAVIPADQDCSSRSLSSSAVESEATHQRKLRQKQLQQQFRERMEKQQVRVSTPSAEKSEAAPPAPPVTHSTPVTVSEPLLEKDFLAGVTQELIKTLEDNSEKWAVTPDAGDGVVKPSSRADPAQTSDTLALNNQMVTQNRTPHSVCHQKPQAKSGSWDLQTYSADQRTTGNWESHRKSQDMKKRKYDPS
RAD54 branch = blocks human RAD54 Holliday junction branch migration; FAM/BHQ fluorescence; hit rate 0.14% among 360,000; inhibition, % at 10.4 µM;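 active = mean normalized replicate activity at least 40 and at least half of replicates scoring 40 or more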;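 also: 0% = median of neutral control wells and 100% = median of positive control wells; inhibitors cause a drop in the FAM fluorescence signal; in these data hits start at about 50%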
ERAP1 HTS inh = blocks human ERAP1 aminopeptidase activity; Q9NZ08; recombinant ERAP1, Leu-AMC fluorescence, 60 min; hit rate 0.15% among 340,000; inhibition, % at 10.7 µM;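 active = mean replicate inhibition of at least 30%, or all replicates individually reaching that 30% level; inactive = mean below 30% and not every replicate reaching it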;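 also: 0% = neutral control wells and 100% = L-leucinethiol positive control wells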
E-selectin induc = E-selectin induction on HUVECs. P16581. HUVEC E-selectin immunofluorescence imaging; normalized: neutral wells 0, TNF-alpha wells 100. activation, % at 7.58 µM. hit rate 0.37% among 260,000. AID 686992;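 active = mean E-selectin-positive cell signal at least 10% of the positive control, reached in at least 60% of replicates, without over 20% cell loss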;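 also: in these data hits start at about 27%; measured in HUVEC primary endothelial cells; signal is the percent of cells scored E-selectin positive by PE staining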
Target sequence (P16581 whole entry, looked up): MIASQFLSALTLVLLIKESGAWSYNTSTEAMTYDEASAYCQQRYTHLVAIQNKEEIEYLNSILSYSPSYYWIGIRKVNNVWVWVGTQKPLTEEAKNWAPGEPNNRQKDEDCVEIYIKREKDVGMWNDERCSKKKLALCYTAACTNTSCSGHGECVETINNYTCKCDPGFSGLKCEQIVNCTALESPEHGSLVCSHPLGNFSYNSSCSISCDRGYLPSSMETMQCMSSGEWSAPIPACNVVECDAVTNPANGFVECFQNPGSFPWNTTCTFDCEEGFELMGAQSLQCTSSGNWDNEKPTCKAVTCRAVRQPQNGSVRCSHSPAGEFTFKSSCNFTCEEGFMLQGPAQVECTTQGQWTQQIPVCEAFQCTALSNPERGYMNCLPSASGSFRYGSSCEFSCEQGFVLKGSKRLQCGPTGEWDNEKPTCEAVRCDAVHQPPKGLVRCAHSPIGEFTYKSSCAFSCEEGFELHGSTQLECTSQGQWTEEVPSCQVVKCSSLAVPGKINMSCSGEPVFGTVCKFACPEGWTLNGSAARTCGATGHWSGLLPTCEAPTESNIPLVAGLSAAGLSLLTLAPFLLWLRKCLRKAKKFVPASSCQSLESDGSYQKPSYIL
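Assay system: HUVEC, human umbilical vein endothelial cells / Amount: 3,000 HUVEC/well / Controls: TNF-alpha positive control, DMSO neutral control / Compound dosing: single concentration / Medium: EGM-2 over gelatin coat / Evaluation: percent E-selectin-positive cells / Signal: immunofluorescence imaging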
Numbers without * were called inactive; nt = no result given; [ ] = remark or other dose.

SMILES	PGC1a acetyl inh	miR122 inh	PglD DTNB	Cneo AK release	RAD52 anneal inh	RAD54 branch	ERAP1 HTS inh	E-selectin induc
O=C(CC(F)(F)F)N1C[C@H]2[C@@H](c3ccccc31)[C@H](CO)N2CC1CCCCC1	5	17[16.7 µM]	4	-2	3	4	3	-0.4
CCN1CCN(C(=O)c2ccc3c(c2)N(Cc2ccccc2)C(=O)c2ccccc2S3=O)CC1 (stereo not given)	-7	1	-4	1	2	-12	2	-0.4
CC(C)N(Cc1ccccc1)C(=O)CN1C(=O)NC2(CCCCCC2)C1=O	-3	-6	1	0	-23	-7	-1	nt
Cc1ccccc1N(C(=O)c1snc(C(N)=O)c1N)C(C(=O)NCC1CCCO1)c1ccc(N(C)C)cc1 (stereo not given)	nt	3	-1	-1	-6	-8	-7	0.5
COc1ccc(S(=O)(=O)Nc2ccc3c(c2)C(=O)N([C@H](C)CO)C[C@@H](C)[C@@H](CN(C)Cc2ccc(Oc4ccccc4)cc2)O3)cc1	-7	-3[16.7 µM]	1	0	37	-5	-1	-0.2
CC1(C)CC(NC(=O)COc2ccccc2Cl)CC(C)(C)N1	nt	-17	3	-3	-10	-3	-3	1.0
C/C=C/c1ccc2c(c1)O[C@@H](CN(C)C(=O)Cc1ccncc1)[C@@H](C)CN([C@@H](C)CO)S2(=O)=O	-2	-8[16.7 µM]	-1	-1	-8	-5	1	-0.1
C/C(=N\N1CCN(C2c3ccccc3-c3ccccc32)CC1)c1ccncc1	0	-2	-1	3	nt	6	nt	nt
Cn1cc(/C=C2\SC(=O)N(c3ccccc3)C2=O)c2ccccc21	nt	7	2	2	nt	-7	nt	nt
Cc1cc(C)nc(NS(=O)(=O)c2ccc(NC(=O)c3cc(-c4ccccc4)nc4ccccc34)cc2)n1	nt	nt	6	-3	-10	-10	-3	nt
CN1C(=O)c2cc(NC(=O)C3CCC3)ccc2OC[C@H]2O[C@H](CC(=O)NCC3CCCCC3)CC[C@@H]21	-9	nt	nt	nt	-6	nt	-3	0.2
C#Cc1cccc(-n2nnc(C(=O)OC)c2-c2ccccc2)c1	nt	nt	3	-1	2	-2	-1	0.2
COc1cccc(-c2nc(NCc3ccccc3)c3ccccc3n2)c1O	-23	nt	3	1	-10	2	0	nt
C[C@@H]1CN([C@@H](C)CO)C(=O)c2cc(-c3cncnc3)cnc2O[C@@H]1CN(C)CC1CCOCC1	-5	-2[16.7 µM]	0	-6	-3	-2	1	-0.1
CCOC(=O)c1c(NC(=O)CN2CCN(C(=O)c3ccco3)CC2)sc(C)c1C	1	-4	-6	-2	1	3	5	-0.6
CCn1c(=O)cc(O)c2ccccc21	1	-4	-23	0	nt	5	nt	nt
COc1c2c(c(OC)c3c1c(=O)c1ccccc1n3C)OCO2	8	6	nt	nt	-23	nt	2	1.6
CCOc1ccc(S(=O)(=O)N2CCC(C(=O)NCc3ccco3)CC2)cc1	1	-6	-2	1	-11	-3	1	nt
C[C@H](O)C#Cc1cnc2c(c1)C(=O)N([C@@H](C)CO)C[C@@H](C)[C@H](CN(C)C(=O)CC1CC1)O2	-7	1[16.7 µM]	1	18	20	-1	0	-0.6
COc1cccc(C#Cc2ccc([C@@H]3[C@@H](CO)N4C(=O)CN(S(=O)(=O)c5ccccc5C)C[C@@H]34)cc2)c1	12	nt	nt	nt	-6	nt	2	-1.0
CCOc1ccc(C(=O)Nc2cccc(-c3ccc(N4CCOCC4)nn3)c2)cc1OCC	-9	-2	-5	nt	9	-4	-2	nt
Cc1ccc(N2C(=O)N3[C@H]4c5ccccc5OC[C@@H]4[C@@H](c4ccccc4)[C@@]3(C)C2=O)cc1	nt	-9	-7	5	nt	-1	nt	nt
C=CCSc1nnc2c(n1)OC=Nc1ccccc1-2	10	2	-3	-1	nt	3	nt	nt
COC(=O)C[C@H]1CC[C@H]2[C@@H](COc3ccc(NC(=O)Nc4ccccc4C)cc3C(=O)N2C)O1	-4	25[16.7 µM]	-3	3	3	-3	-2	0.1
COc1cc(C(=O)NCC(=O)OCn2nnc3ccccc3c2=O)cc(OC)c1OC	6	nt	nt	nt	-8	nt	-1	1.8
CN(Cc1ccccc1)C(=O)c1ccc(NC(=O)Cc2cccc(NC(=O)C3CCCN(C(=O)C4CCCCC4)C3)c2)cc1 (stereo not given)	-15	-1	0	-1	-1	-7	nt	-0.2
O=C(NCCCN1CCOCC1)c1onc(CSc2ccccc2)c1C(=O)NCCCN1CCOCC1	-4	1	6	0	nt	-10	nt	0.0
CC(C)c1nc(C(=O)N2CCCC(N3CCN(c4cccc(Cl)c4)CC3)C2)cs1 (stereo not given)	-6	-3	-6	0	-2	-2	-3	-0.2
COCCN(C(=O)Cc1cccs1)C(C(=O)NCc1ccc(OC)cc1)c1ccc(OC)cc1 (stereo not given)	nt	13	0	0	nt	-16	nt	nt
O=C(CS(=O)(=O)c1cn(CC(=O)N2CCOCC2)c2ccccc12)NCc1ccccc1	8	-3	-1	-1	-6	-8	-1	-0.1
Cc1ccc(C(=O)CSc2nnc3ccccn23)c(C)c1	-5	nt	-2	-1	-9	-4	1	nt
CCOc1ccc(NC(=O)COC(=O)Cn2cnc3ccccc32)cc1	7	-9	-2	0	-24	4	-1	nt
OCCN(Cc1nc(-c2ccc3c(c2)OCO3)no1)Cc1cccs1	-4	-1	7	1	-5	0	nt	0.5
Fc1ccccc1-c1cc2cc3c(cc2cn1)OCO3	-13	0	4	-6	-66	3	-3	nt
Cc1ccc(C(O)c2ncc(-c3ccc(Cl)cc3)[nH]2)c(C)c1 (stereo not given)	nt	-4	-8	2	-17	-6	-1	0.5
COc1ccc(NC(=O)CSc2nnc(NC(=O)C3CCC3)s2)cc1	4	0	3	4	3	-1	-3	nt
N#C/C(N=Nc1ccccc1O)=N\Nc1ccccc1O	-6	-1	-1	-3	-8	3	nt	0.0
c1ccc(CCN2CN=C(Nc3nc4ccccc4o3)NC2)cc1	0	4	4	-2	nt	2	nt	nt
COc1ccc(CC(=O)Nc2ccncc2Cl)cc1	11	4	-4	-7	-10	4	1	-0.2
CCOc1ccc(NC(=O)c2ccc(NC(=O)c3ccc(CN4CCOCC4)cc3)cc2)cc1	5	-3	nt	nt	-16	nt	nt	10
C[C@@H]1CN([C@@H](C)CO)C(=O)Cc2cc(NC(=O)Nc3ccc(C(F)(F)F)cc3)ccc2O[C@H]1CN(C)C(=O)Nc1cccc2ccccc12	-13	-3[16.7 µM]	2	0	9	0	-6	-6.7
O=C(C[C@H]1CC[C@H](NC(=O)Nc2cc(F)ccc2F)[C@@H](CO)O1)NCc1ccc2c(c1)OCO2	-5	9[16.7 µM]	3	2	3	-6	-2	-0.2
COCC(=O)Nc1ccc2c(c1)C(=O)N(C)[C@H]1CC[C@H](CC(=O)NCC3CC3)O[C@H]1CO2	-5	0[16.7 µM]	-4	-4	-1	-14	-1	-0.1
COc1ccccc1C#Cc1ccc2c(=O)c3ccccc3n(C)c2c1	1	1	2	0	-18	2	3	-0.2
CCOC(=O)c1c(C)n(-c2ccccc2)c2ccc(OCCN(C)C)cc12	-1	-11	-1	27	44	15	0	nt
CN(C(=O)CSc1nnc(-c2ccncc2)n1C)C1CCS(=O)(=O)C1 (stereo not given)	6	-4	10	1	nt	-5	nt	nt
C[C@@H]1CCCCO[C@H](CN(C)Cc2ccc(C(F)(F)F)cc2)[C@@H](C)CN([C@H](C)CO)C(=O)c2cc(NS(=O)(=O)c3ccccc3)ccc2O1	1	2[16.7 µM]	-2	-14	21	-1	3	0.1
C[C@@H]1CN([C@H](C)CO)C(=O)c2cc(NS(=O)(=O)c3ccc(F)cc3)ccc2O[C@H]1CN(C)C(=O)Nc1ccc(C(F)(F)F)cc1	-3	1[16.7 µM]	5	-3	17	0	0	0.1
C[C@@H]1CCCCO[C@@H](CN(C)S(=O)(=O)c2ccccc2)[C@@H](C)CN([C@@H](C)CO)C(=O)c2cc(NC(=O)c3ccncc3)ccc2O1	-3	6[16.7 µM]	2	52	-8	-1	-2	nt
CC(C)(C)OC(=O)N1CCC(CC2CC(c3cccc(Br)c3)=NO2)(C(=O)NCC2CCCCC2)CC1 (stereo not given)	-27	3	3	-1	-10	-4	3	nt
O=C(O)CCn1c(SCc2cccc3ccccc23)nc2ccccc21	nt	6	2	3	-17	1	-1	nt
NS(=O)(=O)c1ccc(NC(=O)CSc2ccc3ccccc3n2)cc1	3	-1	2	3	nt	-13	nt	nt
CC(=O)c1cccc(NC(=O)/C(=C\c2ccco2)NC(=O)c2cccs2)c1	-3	2	-1	-2	nt	-3	nt	nt
O=C(CC1CC1)N1[C@H](CO)[C@@H]2c3ccccc3N(S(=O)(=O)c3ccc(F)cc3)C[C@@H]21	-3	-12[16.7 µM]	2	-9	4	-3	0	-0.3
COc1cc(CN2CCC(C(=O)N3CCC(C)CC3)CC2)cc(Br)c1O	nt	6	4	1	nt	-2	nt	nt
COC(=O)c1ccccc1NC(=O)c1sc(Cl)nc1C	nt	-4	4	-2	-8	6	0	nt
COc1cc(C(=S)N2CCOCC2)cc(OC)c1OC(=O)c1cc([N+](=O)[O-])cc([N+](=O)[O-])c1	10	-9	-1	3	nt	-5	nt	nt
CC(=O)c1ccc(Nc2nc(C(N)C(C)C)cs2)cc1 (stereo not given)	-3	-5	-1	-1	-43	-8	1	1.0
O=C(COc1ccc(Cl)cc1)NCc1nnc(SCC(=O)N2CCCCCC2)o1	nt	2	8	-1	-16	5	-5	-0.2
Cc1ccc(S(=O)(=O)N2CCN(C(=O)c3ccco3)CC2)c(C)c1	0	1	-7	4	-13	8	0	nt
Further records:
SMILES	PGC1a acetyl inh	miR122 inh	PglD DTNB	Cneo AK release	RAD52 anneal inh	RAD54 branch	ERAP1 HTS inh	E-selectin induc
COc1ccc2c(CC(=O)Nc3ccccc3OC)coc2c1	7	3	-1	-1	-2	-9	2	nt
Nc1ccn([C@@H]2O[C@H](CNC(=O)[C@H]3CCC(=O)N3)[C@@H](O)[C@H]2O)c(=O)n1	-22	-3	nt	nt	-1	nt	-1	nt
CC(=O)OCCn1c([N+](=O)[O-])cnc1C=[N+]([O-])C1CCCCC1	6	-1	-2	0	-1	1	2	-0.1
O=C(O)c1cccc(-c2ccc(/C=C3/SC(=Nc4ccccc4)N(Cc4cccnc4)C3=O)o2)c1	2	-10	-6	1	-95	-1	4	-0.2
Cc1noc(C)c1NC(=O)N(C)C[C@H]1Oc2c(NS(=O)(=O)c3ccccc3)cccc2C(=O)N([C@H](C)CO)C[C@@H]1C	5	nt	nt	nt	-1	nt	-3	-0.2
CC(O)c1cccc(-c2ccc(CN3C[C@]4(CO)O[C@@H](CO)C[C@@H]4S3(=O)=O)cc2)c1 (stereo not given in full)	nt	-1	4	-5	-26	4	nt	-1.5

4 entries from above, with each value named.
> O=C(COc1ccc(Cl)cc1)NCc1nnc(SCC(=O)N2CCCCCC2)o1
  PGC1a acetyl inh = nt; miR122 inh = 2; PglD DTNB = 8; Cneo AK release = -1; RAD52 anneal inh = -16; RAD54 branch = 5; ERAP1 HTS inh = -5; E-selectin induc = -0.2
> CCN1CCN(C(=O)c2ccc3c(c2)N(Cc2ccccc2)C(=O)c2ccccc2S3=O)CC1 (stereo not given)
  PGC1a acetyl inh = -7; miR122 inh = 1; PglD DTNB = -4; Cneo AK release = 1; RAD52 anneal inh = 2; RAD54 branch = -12; ERAP1 HTS inh = 2; E-selectin induc = -0.4
> CC(=O)c1ccc(Nc2nc(C(N)C(C)C)cs2)cc1 (stereo not given)
  PGC1a acetyl inh = -3; miR122 inh = -5; PglD DTNB = -1; Cneo AK release = -1; RAD52 anneal inh = -43; RAD54 branch = -8; ERAP1 HTS inh = 1; E-selectin induc = 1.0
> c1ccc(CCN2CN=C(Nc3nc4ccccc4o3)NC2)cc1
  PGC1a acetyl inh = 0; miR122 inh = 4; PglD DTNB = 4; Cneo AK release = -2; RAD52 anneal inh = nt; RAD54 branch = 2; ERAP1 HTS inh = nt; E-selectin induc = nt

Screening results as filed in PubChem BioAssay.
